Jurkat NFkB inh – inhibitors of induced NF-kB luciferase reporter, primary screen, TCR NF-kB activation inhibitor project, cell-based, luminescence, uHTS | AID 435003, 2010 | 330,000 compounds, 0.53% hits | Jurkat, PMA/ionomycin-induced NF-kB luciferase reporter | inhibition, % at 4 µM; in the data active = inhibition above about 50%
tim10-1 inh – growth inhibitors of tim10-1 mutant yeast, primary screen, luminescence, uHTS | AID 463190, 2010 | S. cerevisiae tim10-1 ts strain growth, BacTiter-Glo, 24 h | inhibition, % at 20 µM | 330,000 compounds, 2.2% hits;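 active = inhibition of at least 40%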;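 note: mutant grown at 25 °C; 0% = DMSO wells with yeast and 100% = wells holding no yeast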
TIM10 inh – growth inhibitors of isogenic TIM10 control yeast, primary screen, counter-screen for tim10-1 yeast inhibitor project, luminescence, uHTS; S. cerevisiae TIM10 strain growth, BacTiter-Glo luminescence, 24 h; inhibition, % at 10 µM; 330,000 compounds, 1.4% hits; AID 463195, 2010;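 active = inhibition of 40% or more at the single tested concentration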;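 note: wild-type TIM10 isogenic control strain grown at permissive 25 °C; 0% = DMSO yeast wells and 100% = minimal medium wells without yeast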
Mdm2 MdmX PPI – inhibitors of human Mdm2-MdmX association, primary screen, cell-based, luminescence, split luciferase, SaOS-2, uHTS | SaOS-2 split-luciferase Mdm2/MdmX complementation | Protein Mdm4 (Homo sapiens) + E3 ubiquitin-protein ligase Mdm2 (Homo sapiens), … | inhibition, % at 8 µM | AID 485346, 2010 | 330,000 compounds, 3% hits;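 active = inhibition of at least 50% at 8 µM in the primary screen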
Target sequence (O15151 whole entry, looked up): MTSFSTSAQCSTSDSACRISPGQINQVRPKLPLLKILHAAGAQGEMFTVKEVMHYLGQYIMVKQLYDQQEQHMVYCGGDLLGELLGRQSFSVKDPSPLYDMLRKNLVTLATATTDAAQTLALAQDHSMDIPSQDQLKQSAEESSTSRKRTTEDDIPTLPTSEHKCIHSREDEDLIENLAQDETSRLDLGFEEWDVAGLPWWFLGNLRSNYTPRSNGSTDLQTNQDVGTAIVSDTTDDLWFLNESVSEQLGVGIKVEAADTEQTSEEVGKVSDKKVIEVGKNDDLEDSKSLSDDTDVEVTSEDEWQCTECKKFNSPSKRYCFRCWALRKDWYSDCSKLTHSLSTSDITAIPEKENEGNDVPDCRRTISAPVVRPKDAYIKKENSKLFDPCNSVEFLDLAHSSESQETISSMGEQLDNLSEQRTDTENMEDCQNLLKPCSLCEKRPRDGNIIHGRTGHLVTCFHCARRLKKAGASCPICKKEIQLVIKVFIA
Target sequence (Q00987 whole entry, looked up): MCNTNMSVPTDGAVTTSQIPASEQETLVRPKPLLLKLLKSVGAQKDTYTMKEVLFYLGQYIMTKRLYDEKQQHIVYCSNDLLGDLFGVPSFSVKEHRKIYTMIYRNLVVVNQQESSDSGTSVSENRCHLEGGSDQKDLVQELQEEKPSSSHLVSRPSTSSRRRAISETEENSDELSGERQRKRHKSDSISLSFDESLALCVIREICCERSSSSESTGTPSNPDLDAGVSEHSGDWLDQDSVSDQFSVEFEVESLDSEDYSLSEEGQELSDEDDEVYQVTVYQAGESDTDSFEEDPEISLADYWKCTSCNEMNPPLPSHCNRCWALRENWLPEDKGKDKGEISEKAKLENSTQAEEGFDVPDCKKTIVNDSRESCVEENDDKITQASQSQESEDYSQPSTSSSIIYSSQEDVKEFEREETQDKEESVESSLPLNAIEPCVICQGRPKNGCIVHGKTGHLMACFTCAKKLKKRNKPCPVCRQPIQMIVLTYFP
697 NFkB inh – inhibitors of PMA/ionomycin-induced NF-kB reporter, 697 cells, primary screen, B-cell NF-kB inhibitor project, cell-based, luminescence, uHTS; 697 B-cell NF-kB luciferase reporter, 16 h; inhibition, % at 4 µM; 330,000 compounds, 0.33% hits; AID 435022, 2010; in the data active = inhibition above about 35%
UPR CHOP act – activators of apoptotic CHOP UPR arm, primary screen, cell-based, CHO-CHOP luciferase reporter, luminescence, uHTS; UPR activation; percent of tunicamycin response over DMSO baseline; AID 449763, 2010; activation, % at 10 µM; 330,000 compounds, 0.34% hits;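 active = at 10 µM dose, activation of 40% or more, normalized to positive control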;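 note: 100% = tunicamycin at 10 µg/mL and 0% = DMSO alone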
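System: CHO-CHOP luciferase reporter cell line; amount: 500 cells/well; buffer or medium: F12 medium containing 10% fetal bovine serum; incubation: 6 h compound exposure at 37 °C after overnight seeding; measured by: luciferase luminescence after 10 min with Steady-Glo reagent; evaluation: % reporter activation, DMSO baseline versus tunicamycin full activation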
tim23-1 inh – growth inhibitors of tim23-1 mutant yeast, primary screen, luminescence, uHTS. inhibition, % at 20 µM. AID 463212, 2010. S. cerevisiae tim23-1 growth, BacTiter-Glo luminescence, 24 h. 330,000 compounds, 1.3% hits;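 active = growth inhibition of the mutant yeast at or above 50%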;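 note: temperature-sensitive mutant grown at 25 °C; plate controls were DMSO-treated mutant yeast for no effect and medium wells lacking yeast for full effect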
XBP1 UPR activ – activators of adaptive XBP1 UPR arm, primary screen, cell-based, CHO-XBP1 luciferase reporter, luminescence, uHTS; IRE1-XBP1 UPR activation; percent of tunicamycin response, DMSO as zero; activation, % at 20 µM; 330,000 compounds, 0.33% hits;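 active = versus positive control, 20 µM dose yields 30% or more activation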;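 note: 100% = tunicamycin at 10 µg/mL and 0% = DMSO only wells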
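Test system: CHO-XBP1 luciferase reporter cells | Buffer or medium: Serum-containing F12 medium, 10% FBS | Schedule: 6 h compound exposure at 37 °C, 5% CO2 | Detection: Steady-Glo luciferase glow luminescence, 10 min after reagent addition | Read-out basis: Activation, % of tunicamycin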
Active calls of the source: *. Compounds were not picked by outcome; any-hit rate near 6.6%.

SMILES | Jurkat NFkB inh | tim10-1 inh | TIM10 inh | Mdm2 MdmX PPI | 697 NFkB inh | UPR CHOP act | tim23-1 inh | XBP1 UPR activ
CCC(=O)N(C)CCc1cc2c(c(OC)c1/C=N/NC(=O)c1ccccc1O)OCO2 | -2 | 6 | -2 | -26 | 3 | 2.4 | -1 | -2
CCSc1nnc(NC(=O)c2c(C)noc2C)s1 | -1 | 26 | 7 | -20 | -27 | 2.3 | 16 | 2
Cc1ccc(S(=O)(=O)N2CCN(C)CC2c2ccccc2)cc1 (stereo not drawn) | -6 | 20 | 13 | 5 | 16 | -1.5 | 16 | -1
CN1C(=O)NC(c2ccc(C(F)(F)F)cc2)C2=C1CC(C)(C)CC2=O (stereo not drawn) | -19 | 10 | 5 | -5 | -12 | -1.5 | 16 | 0
Cc1ccccc1N=C1NC(=O)C(CO)(CO)S1 | -5 | -18 | -5 | 9 | -13 | 0.1 | 13 | -3
Nc1c(/C=C2/C=CC(=O)C(O)=C2)c(=O)nc2sc(CC(=O)N3CCCCC3)nn12 | 0 | -6 | -7 | 5 | 6 | -2.7 | -5 | -1
CCOC(=O)c1ccc(NC(=O)c2ccccc2C)cc1 | -49 | 0 | 7 | -47 | -52 | 6.8 | 21 | 3
O=C(NCCS(=O)(=O)N1CCN(Cc2ccccc2)CC1)c1ccc(F)cc1 | -9 | -1 | -10 | -5 | 8 | 11 | 16 | 0
COc1cc(/C=C/C(=O)N2CCc3ccccc3C2)cc(OC)c1OC | 4 | 19 | 16 | 23 | 3 | 0.0 | 25 | -3
COc1ccc(/C=N/N2CCOCC2)cc1COc1ccc(Cl)cc1 | 14 | 0 | 6 | 36 | 10 | 0.6 | 16 | -3
C/C(=N\NC(=O)c1ccc(OC2OCCOC2Oc2ccc(C(=O)N/N=C(\C)c3ccncc3)cc2)cc1)c1ccncc1 (stereo not drawn) | 52* | 12 | -5 | 30 | -47 | 0.1 | 5 | -1
CC1=NN(/C(=N\c2nnc(C)s2)Nc2ccc(C)cc2)[C@H](c2ccc(C)cc2)S1 | -14 | 20 | 30 | -3 | 5 | 1.2 | 27 | -2
COc1ccc(CCNc2oc(COc3ccccc3F)nc2C#N)cc1OC | -3 | 7 | 22 | -15 | 1 | -0.3 | 14 | 0
CCOc1cc(/C=N/NC(N)=O)cc(Br)c1OCC(=O)Nc1cccc2ccccc12 | -1 | 6 | -13 | 38 | 5 | 4.9 | -5 | 0
Cc1cc(C)nc(SCC(=O)Nc2cccc(S(=O)(=O)N(C)C)c2)n1 | -58 | 3 | -7 | -7 | -9 | 0.4 | 30 | -2
Nc1c(C(=O)NCCc2ccccc2)nnn1Cc1ccc(Br)cc1F | 0 | 9 | 2 | -14 | -8 | 4.2 | -9 | 1
Cc1cccc(COCC(Cc2ccccc2)N2CCN(C(=O)c3cc(Cl)cc(Cl)c3)CCC2=O)c1 (stereo not drawn) | -2 | 39 | 32 | 50* | -18 | -2.0 | 42 | -4
COc1cc(NC(=O)c2ccccc2)c(OC)cc1Cl | -22 | 22 | 9 | 12 | 8 | -1.2 | 12 | -3
COC(=O)c1cc(CN2CCN(c3ccccc3)CC2)ccc1O | 7 | 2 | -18 | -2 | 11 | 2.7 | 14 | -3
COc1cc(OC)cc(C(=O)NCC(=O)OCC(=O)C(C)(C)C)c1 | 6 | 8 | 10 | 7 | 8 | 1.3 | -3 | -3
CCN(CC)S(=O)(=O)c1ccc(/C=C/C(=O)OCC(=O)Nc2cccnc2Cl)cc1 | -11 | 16 | 14 | -28 | 11 | -0.2 | 30 | -5
CCC(=O)Nc1ccc(-c2nc(-c3ccccc3)n(CC(=O)N3CCCCC3)n2)cc1 | -1 | 8 | -1 | 19 | 2 | -2.8 | 14 | -1
CN1CCN(C(CNS(=O)(=O)c2ccc(F)cc2)c2cccnc2)CC1 (stereo not drawn) | -6 | 4 | -26 | -5 | -2 | 0.0 | 7 | -1
N#Cc1ccc(CSc2nnc(Nc3ccccc3)s2)cc1 | -7 | 17 | 5 | 12 | -2 | 0.3 | 5 | 0
Cn1c2c(c(=O)n3ncnc13)CCCC2 | -3 | 4 | -1 | 7 | -8 | 1.7 | 8 | -1

Shown as a hit in Jurkat NFkB inh (from the list above):
SMILES | Jurkat NFkB inh | Mdm2 MdmX PPI | 697 NFkB inh | XBP1 UPR activ
C/C(=N\NC(=O)c1ccc(OC2OCCOC2Oc2ccc(C(=O)N/N=C(\C)c3ccncc3)cc2)cc1)c1ccncc1 (stereo not drawn) | 52* | 30 | -47 | -1

(next part)
SMILES | Jurkat NFkB inh | tim10-1 inh | TIM10 inh | Mdm2 MdmX PPI | 697 NFkB inh | UPR CHOP act | tim23-1 inh | XBP1 UPR activ
CC(C)C(=O)NCC(c1cccs1)S(=O)(=O)c1ccc(F)cc1 (stereo not drawn) | 5 | 19 | 10 | -17 | -2 | 0.8 | 15 | -6
Clc1cccc(Nc2nc(N3CCOCC3)nc(N3CCOCC3)n2)c1 | -19 | 9 | 1 | 37 | 17 | -2.1 | 9 | 3
O=C(CCNC(=O)Cn1ccc2ccccc2c1=O)NCCN1CCc2ccccc2C1 | -1 | -11 | -1 | 7 | -5 | 2.9 | 21 | -2
CC(=O)c1cc2c(cc1NC(=O)Cc1ccsc1)OCO2 | -9 | 14 | 9 | 13 | -9 | -0.6 | 29 | 5
COCCCN(C(C)=O)c1nc(-c2ccccc2)cs1 | -81 | 24 | -18 | -68 | -100 | 3.8 | 5 | 0
Cc1nn2c(-c3ccc(Cl)cc3Cl)nnc2s1 | -5 | 10 | -1 | -24 | -8 | -0.2 | 5 | -2
COC(=O)c1ccc(CSc2nnc(-c3c[nH]c4ccccc34)n2-c2ccccc2)cc1 | -12 | 23 | 38 | -1 | -4 | -0.7 | 26 | -2
O=C(NCCCn1ccnc1)c1ccco1 | -7 | 7 | 12 | -12 | 3 | -0.5 | 0 | -3
O=C(Nc1ccc2ccccc2c1)c1cccnc1 | -106 | 5 | 18 | -93 | -83 | 4.9 | 2 | 2
COCCCNC(=O)c1ccc(Cn2c(=O)c3ccccc3n(Cc3ccccc3C#N)c2=O)cc1 | 2 | 18 | 14 | 53* | -2 | -1.3 | -2 | 2
CCCCOCC(O)CCc1n[nH]c(=S)n1-c1ccccc1 (stereo not drawn) | 13 | 2 | -7 | 7 | 3 | 0.0 | -2 | -5
O=C1c2ccccc2C(=O)N1CCOc1ccccc1Cl | 11 | 24 | -8 | -20 | -131 | 4.1 | 17 | 0
Cc1cc(O)c2c(CN3CCN(Cc4ccccc4)CC3)cc(=O)oc2c1 | 10 | 2 | -16 | -11 | -9 | 0.3 | 28 | 0
Cn1c(=O)n(Cc2ccccc2)c(=O)c2c1nc1n2CCCN1Cc1ccccc1 | 8 | 23 | 11 | 31 | 10 | -0.3 | 21 | -3
C/C=C/COc1nc2c(c(=O)n(C)c(=O)n2C)n1C | -12 | 4 | 13 | -28 | -14 | -0.4 | -6 | -1
O=C(CSc1nccc(=O)[nH]1)Nc1ccc(F)c(Cl)c1 | 1 | 8 | -3 | 5 | -7 | -0.4 | 8 | 0
Cc1nnc2sc(SCc3ccc(Cl)cc3)nn2c1=O | 12 | 4 | -2 | 14 | 19 | -0.5 | -7 | -4
O=C(NCCCN1CCOCC1)c1onc(CSc2ccccn2)c1C(=O)NCCCN1CCOCC1 | -5 | 6 | 15 | -13 | 11 | -1.1 | 15 | 0
CCc1ccc2c(CN(C)Cc3ccccc3OC)cc(=O)oc2c1 | -78 | 32 | 12 | -36 | -38 | 1.6 | 27 | 3
CCCCCc1cc(O)c2c(C)cc(=O)oc2c1 | 1 | 19 | 15 | 36 | -8 | -0.4 | 22 | 13
Cc1ccc(CS(=O)(=O)Cc2ccc(C(=O)NCc3cccs3)o2)cc1 | 3 | 16 | -11 | 0 | 3 | 0.2 | 14 | -2
O=c1cc(CNc2cc(C(F)(F)F)cc(C(F)(F)F)c2)nc2sccn12 | 12 | 17 | -5 | 18 | -68 | 11 | 29 | -2
COc1ccc(NC(=S)N(CCCN2CCOCC2)C(C)c2cc3cccc(OC)c3o2)cc1 (stereo not drawn) | 13 | 21 | 3 | 7 | -1 | 1.3 | 18 | -4
Cc1ccsc1C(=O)OCc1csc(-c2ccccc2)n1 | -133 | 13 | -4 | -157 | -179 | -2.1 | 1 | -7
Cc1onc(C(=O)Nc2cccc(C(F)(F)F)c2)c1[N+](=O)[O-] | 6 | 12 | 13 | 27 | 19 | -0.8 | 19 | -3

The final four records of the section above are carried over, then new ones follow:
SMILES | Jurkat NFkB inh | tim10-1 inh | TIM10 inh | Mdm2 MdmX PPI | 697 NFkB inh | UPR CHOP act | tim23-1 inh | XBP1 UPR activ
O=c1cc(CNc2cc(C(F)(F)F)cc(C(F)(F)F)c2)nc2sccn12 | 12 | 17 | -5 | 18 | -68 | 11 | 29 | -2
COc1ccc(NC(=S)N(CCCN2CCOCC2)C(C)c2cc3cccc(OC)c3o2)cc1 (stereo not drawn) | 13 | 21 | 3 | 7 | -1 | 1.3 | 18 | -4
Cc1ccsc1C(=O)OCc1csc(-c2ccccc2)n1 | -133 | 13 | -4 | -157 | -179 | -2.1 | 1 | -7
Cc1onc(C(=O)Nc2cccc(C(F)(F)F)c2)c1[N+](=O)[O-] | 6 | 12 | 13 | 27 | 19 | -0.8 | 19 | -3
CN(Cc1ccon1)Cc1cn(C)nc1-c1cccc(Cl)c1 | -9 | 15 | -5 | -3 | -8 | 1.4 | 6 | -2
Cc1c(NS(=O)(=O)c2ccc(Cl)c(C(=O)OC(C)C(=O)N3CCOCC3)c2)c(=O)n(-c2ccccc2)n1C (stereo not drawn) | -13 | -3 | 3 | -14 | 16 | 0.7 | -1 | -2
CC(=O)c1cc(C#N)c(N2CCN(c3ccccc3)CC2)nc1C | -12 | 37 | -7 | -15 | -10 | 0.0 | 21 | -4
O=C(N/N=C/C=C/c1ccccc1)C1CC1c1ccccc1 (stereo not drawn) | 13 | 27 | 36 | 19 | -5 | -0.8 | 34 | -2
COc1ccc(CNC(=O)c2cc3cc(OC)ccc3oc2=O)cc1 | 0 | 14 | 0 | 50 | -9 | 2.1 | 26 | -3
O=C(C1CCCN(c2ncnc3c2nc2n3CCCCC2)C1)N1CCN(c2cccc(Cl)c2)CC1 (stereo not drawn) | -4 | 41* | 8 | 57* | -42 | 5.9 | 24 | -4
CCOC(=O)c1[nH]c2cc3c(cc2c1NC(=O)CN1CCCC1)OCO3 | -7 | -14 | -8 | 27 | -2 | -0.5 | -7 | 0
CCCCNC(=O)C1CCN(S(=O)(=O)N2CCOCC2)CC1 | 12 | 3 | 13 | 4 | -1 | 0.8 | 2 | 7
CCC(C)(C(=O)NC1CCCC1)N(C(=O)c1cnccn1)c1ccccc1 (stereo not drawn) | -11 | 13 | 10 | 1 | -28 | 0.9 | 18 | 1
CCOC(=O)[C@@H]1[C@H]2COc3ccc(Br)cc3[C@@H]2N2C(=O)N(c3ccc(Cl)cc3)C(=O)[C@@]12C | -6 | 15 | 15 | 14 | 5 | -3.0 | 32 | -2
CC(OC(=O)C1=COCCO1)C(=O)c1ccc(Br)cc1 (stereo not drawn) | -9 | 3 | 1 | -12 | -26 | -0.8 | 19 | -1
Cc1ccc(-c2c(C(=O)N/N=C/c3ccco3)nnn2-c2nonc2N)cc1 | -1 | 2 | 5 | -38 | -37 | -1.9 | 3 | -3
